MC4R antagonist: human MC4R antagonism in cAMP assay; inhibition, % at 6.5 µM; AID 540295; 360,000 compounds, 0.48% hits; MC4R-expressing cells, MTII-stimulated cAMP, LANCE TR-FRET;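 active means inhibition above its plate's cutoff, the mean of tested wells on that plate plus 3 SD, cut at about 29% in these data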;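 further: 0% = Melanotan II alone and 100% = Melanotan II plus saturating MCL0020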
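material = U2OS cells stably expressing human melanocortin 4 receptor (MC4R) | also added = Melanotan II challenge | dosing = single nominal compound dose of 6.5 µM | detection = TR-FRET with Eu-cAMP and labeled anti-cAMP, 671 nm | replication = singlicate | timing = compound 30 min, challenge 1 h, detection 1 h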
NCOA1 inh: human NCOA1 inhibition; 360,000 compounds, 0.12% hits; inhibition, % at 3.6 µM; Q15788; AID 588354; HEK293 GAL4-SRC1 luciferase reporter, luminescence;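 active means inhibition above the campaign mean plus 3 SD, with each screening campaign given its own cutoff, cut at about 60% in these data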;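 further: 0% = DMSO treated cells and 100% = gossypol at 36 µM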
TLR9-MyD88 inh: TLR9-MyD88 interaction inhibition | Q9NR96+Q99836 | CHO BLA complementation TLR9-MyD88, CCF4 FRET ratio | inhibition, % at 4.98 µM | 340,000 compounds, 0.21% hits | AID 504734;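 active means inhibition above the mean over all tested compounds plus 3 SD, cut at about 21% in these data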;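 further: 0% = DMSO only wells and 100% = clavulanate BLA inhibitor control wells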
Target sequence (Q99836 whole entry, looked up): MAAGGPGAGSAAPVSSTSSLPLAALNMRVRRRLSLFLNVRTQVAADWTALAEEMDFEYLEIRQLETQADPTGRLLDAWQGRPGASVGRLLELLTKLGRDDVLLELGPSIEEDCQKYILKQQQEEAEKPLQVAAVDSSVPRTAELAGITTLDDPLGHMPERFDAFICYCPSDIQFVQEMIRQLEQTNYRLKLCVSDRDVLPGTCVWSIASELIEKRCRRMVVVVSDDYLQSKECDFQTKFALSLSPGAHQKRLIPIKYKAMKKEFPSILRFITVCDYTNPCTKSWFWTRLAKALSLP
Target sequence (Q9NR96 whole entry, looked up): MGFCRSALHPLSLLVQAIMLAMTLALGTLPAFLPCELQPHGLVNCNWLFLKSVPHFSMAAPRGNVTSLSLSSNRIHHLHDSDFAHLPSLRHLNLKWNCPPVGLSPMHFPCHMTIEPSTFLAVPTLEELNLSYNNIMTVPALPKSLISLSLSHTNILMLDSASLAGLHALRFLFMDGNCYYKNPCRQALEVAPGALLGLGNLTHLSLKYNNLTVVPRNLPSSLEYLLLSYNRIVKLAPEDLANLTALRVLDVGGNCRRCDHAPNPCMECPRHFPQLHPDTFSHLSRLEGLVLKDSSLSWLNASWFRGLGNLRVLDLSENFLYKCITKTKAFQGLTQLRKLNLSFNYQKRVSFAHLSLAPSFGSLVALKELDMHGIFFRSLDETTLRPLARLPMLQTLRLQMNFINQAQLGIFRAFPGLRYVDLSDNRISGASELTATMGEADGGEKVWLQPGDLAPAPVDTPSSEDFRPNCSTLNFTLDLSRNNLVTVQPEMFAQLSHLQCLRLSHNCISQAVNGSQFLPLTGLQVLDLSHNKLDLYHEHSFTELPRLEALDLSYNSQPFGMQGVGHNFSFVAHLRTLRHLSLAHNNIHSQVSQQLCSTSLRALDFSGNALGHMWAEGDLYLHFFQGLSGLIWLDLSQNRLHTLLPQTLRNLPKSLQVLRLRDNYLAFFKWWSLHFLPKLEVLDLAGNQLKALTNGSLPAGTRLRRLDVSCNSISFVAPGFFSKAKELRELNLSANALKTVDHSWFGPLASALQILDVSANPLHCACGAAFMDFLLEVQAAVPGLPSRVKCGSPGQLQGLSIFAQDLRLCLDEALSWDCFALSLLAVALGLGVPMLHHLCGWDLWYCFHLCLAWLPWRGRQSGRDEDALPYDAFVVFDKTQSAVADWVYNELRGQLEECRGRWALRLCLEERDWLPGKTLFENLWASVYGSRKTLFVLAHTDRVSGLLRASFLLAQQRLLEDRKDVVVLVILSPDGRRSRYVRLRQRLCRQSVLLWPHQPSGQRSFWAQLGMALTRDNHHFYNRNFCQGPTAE
LRH-1 inv ag: NR5A2 inverse agonism in reporter assay; O00482; inhibition, % at 3.6 µM; 360,000 compounds, 0.13% hits; HEK293T StAR-luciferase reporter, LRH-1 transfected, 24 h;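 active means inhibition above the mean inhibition of all tested compounds plus 3 SD, cut at about 73% in these data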;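 further: 0% = DMSO wells and 100% = reporter-only cells lacking LRH-1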
COUP-TFII inh: inhibitors of human COUP-TFII (NR2F2). P24468. HEK293T NGFI-A luciferase reporter, luminescence. inhibition, % at 8.6 µM. 370,000 compounds, 0.7% hits;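 active means inhibition above a per-plate cutoff, mean inhibition of test wells between control levels plus 3 SD, cut at about 38% in these data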;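 further: cells cotransfected with COUP-TFII expression vector driving the NGFI-A reporter; 0% = median of COUP-TF2 test wells and 100% = reporter-only cells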
MC4R ag barr: human MC4R agonism via beta-arrestin | P32245 | U2OS MC4R beta-arrestin complementation, luminescence; percent of melanotan II response, DMSO zero | activation, % at 8.9 µM | 360,000 compounds, 0.98% hits;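 active means activation above a per-plate cutoff, the mean activation of sample wells on that plate plus 3 SD, cut at about 8% in these data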
ABHD5-PLIN5 inh: blocks binding of human ABHD5 to perilipin-5. Split G. princeps luciferase complementation, luminescence, 4 h. Q00G26+Q8WTS1. 360,000 compounds, 0.78% hits. inhibition, % at 4 µM;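 active means inhibition above the mean inhibition across every tested compound plus 3 SD, cut at about 22% in these data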;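 further: 0% = DMSO only wells and the 100% control is not disclosed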
SRC2 inh: human SRC2 (NCOA2) inhibition; HEK293 GAL4-SRC2 luciferase reporter, luminescence; inhibition, % at 9 µM; 370,000 compounds, 0.17% hits;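 active means inhibition above the mean inhibition of all tested compounds plus 3 SD, set per campaign, cut at about 52% in these data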;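 further: 0% = DMSO treated cells and 100% = cells given Gossypol at 36 µM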
NCOA3 inh: human NCOA3 inhibition; HEK293 GAL4-SRC3 luciferase reporter, luminescence; 360,000 compounds, 0.17% hits; inhibition, % at 3.6 µM;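 active means inhibition above a per-campaign cutoff, the mean of all compounds plus 3 SD, cut at about 60% in these data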;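 further: 0% = DMSO-treated cells and 100% = gossypol-treated cells at 36 µM; higher means less SRC3-driven luciferase light from the GAL4 reporter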
NOD2 RIPK2 PPI: NOD2-RIPK2 protein interaction inhibition | O43353 | CHO BLA complementation NOD2-RIPK2, CCF4 ratio | inhibition, % at 4.98 µM | 360,000 compounds, 0.38% hits; in the data active means inhibition above about 21%;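 further: 0% = vehicle only and 100% = reference blocker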
EBV LMP1 NFkB: reduces LMP1-driven NF-kappaB luciferase signal; LMP1-induced NF-kappaB luciferase reporter cells, luminescence; inhibition, % at 12.5 µM; 350,000 compounds, 0.69% hits; in the data active means inhibition above about 41%;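 further: 0% = neutral control wells and 100% = reference inhibitor control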
Numbers without * were called inactive; nt = not tested or not shown. Not all compounds are listed, so the mix of outcomes need not match the whole.

Fields: NOD2 RIPK2 PPI	LRH-1 inv ag	MC4R antagonist	MC4R ag barr	ABHD5-PLIN5 inh	COUP-TFII inh	SRC2 inh	NCOA3 inh	NCOA1 inh	EBV LMP1 NFkB	TLR9-MyD88 inh
#1 COc1ccc(-n2nc([N+](=O)[O-])c(=NC3CCN(Cc4ccccc4)CC3)n2O)cc1
  -2	2	13	-3.1	-1	-1	-13	3	-13	-31	-5
#2 CCOc1ccc(CCNC(=O)c2c(C)noc2C)cc1OCC
  6	5	-3	-2.3	5	1	13	-24	4	3	-7
#3 Cc1ccccc1NC(=O)Cn1c(C)nc2ccc(N)cc2c1=O
  -3	-7	-1	-1.9	-2	-11	9	16	-8	3	-5
#4 O=C(COC(=O)c1ccccc1)NCC1CCCO1 (stereo not given)
  -2	-8	-1	-0.1	-2	-5	-3	-1	-9	-7	-6
#5 Cc1ccc(N/C(=N/S(=O)(=O)c2cccs2)c2ccccc2)c(C)c1
  -7	4	1	-0.1	-2	22	-21	-4	-19	-7	3
#6 Cc1ccc(N=C2SC(C(=O)NCCc3ccccc3)CC(=O)N2C)cc1C (stereo not given)
  1	4	2	0.6	2	1	15	24	-1	0	5
#7 N#Cc1cccc(N2[C@@H](Cc3cc4ccccc4n3Cc3ccccc3)COC[C@H]2Cc2ccc3ccccc3c2)c1
  -9	0	8	-1.0	-3	1	-10	10	-1	-6	0
#8 O=C(NC(=S)Nc1ccc(S(=O)(=O)Nc2ccccc2)cc1)C1CC1
  -14	-4	-4	-0.3	3	1	7	5	4	8	-9
#9 CC(=O)Nc1ccc(-c2nnc(SCC(=O)n3c4c(c5ccccc53)CCCC4)n2C)cc1
  -11	11	3	-0.5	-2	-2	-10	4	-3	3	2
#10 CCCC(C)NC(=O)c1ccc(C2SCC(=O)N2Cc2ccco2)cc1 (stereo not given)
  1	-21	12	-2.4	3	-3	-9	2	6	8	-6
#11 CCN(CC(=O)Nc1c(F)cccc1F)C(=O)C1CC(=O)N(CCc2ccccc2)C1 (stereo not given)
  -7	-24	-4	-1.3	8	3	6	3	-8	-7	-3
#12 CC1(C(=O)NS(=O)(=O)C2CC2)CCCN(C(=O)COc2ccc(Cl)cc2Cl)C1 (stereo not given)
  -9	-10	-1	0.8	-6	-19	-38	2	19	nt	nt
#13 CCc1ccc(/C=N/NC(=O)c2cc(-c3ccncc3)nc3ccccc23)s1
  11	26	-18	-1.6	-2	-23	-35	-3	5	11	3
#14 Cc1cc(C)c(NC(=O)C(=O)NCc2ccco2)c(C)c1
  0	1	4	-1.1	-1	nt	nt	20	-41	-1	0
#15 CC(C)C(=O)Nc1nnc(CCN2CCCCC2)s1
  -7	1	-2	0.2	1	0	2	0	7	-8	0
#16 CC1CCC(C(C)C)C(OC(=O)Cn2nnc3c(cnn3-c3ccccc3)c2=O)C1 (stereo not given)
  -11	5	6	0.0	-2	-3	5	-30	-8	-2	1
#17 COc1ccccc1OCc1ccc(C(=O)N2CCN(C(=O)c3ccco3)CC2)cc1
  4	-10	14	1.8	-7	8	-11	-4	5	-4	-2
#18 Cc1nc(C(F)(F)F)ccc1C(=O)N1CCC1(C)C(=O)NS(=O)(=O)c1ccc(C#N)cc1 (stereo not given)
  -13	6	2	-1.4	-5	6	-9	6	-5	nt	nt
#19 COC(=O)CNC(=O)Cn1cnc2sc(C)c(S(=O)(=O)N3CCC(C)CC3)c2c1=O
  -6	13	7	0.1	3	7	11	1	-6	3	2
#20 COc1ccc(C(=O)N/C(=C\c2cn(C)c3ccccc23)C(=O)N2CCOCC2)cc1OC
  0	-8	8	-2.6	-11	2	14	-24	7	0	2

Structural class: the entries above with a cyano group.
Fields: NOD2 RIPK2 PPI	LRH-1 inv ag	MC4R antagonist	MC4R ag barr	ABHD5-PLIN5 inh	COUP-TFII inh	SRC2 inh	NCOA3 inh	NCOA1 inh	EBV LMP1 NFkB	TLR9-MyD88 inh
#7 N#Cc1cccc(N2[C@@H](Cc3cc4ccccc4n3Cc3ccccc3)COC[C@H]2Cc2ccc3ccccc3c2)c1
  -9	0	8	-1.0	-3	1	-10	10	-1	-6	0
#18 Cc1nc(C(F)(F)F)ccc1C(=O)N1CCC1(C)C(=O)NS(=O)(=O)c1ccc(C#N)cc1 (stereo not given)
  -13	6	2	-1.4	-5	6	-9	6	-5	nt	nt

More records
Fields: NOD2 RIPK2 PPI	LRH-1 inv ag	MC4R antagonist	MC4R ag barr	ABHD5-PLIN5 inh	COUP-TFII inh	SRC2 inh	NCOA3 inh	NCOA1 inh	EBV LMP1 NFkB	TLR9-MyD88 inh
#21 Cc1c(C(=O)OCCOc2ccc(Br)cc2)sc(=S)n1C
  10	-1	12	-2.0	-2	0	4	9	-70	-3	1
#22 CNC(=O)CC(CC(=O)c1ccccc1)c1ccccc1 (stereo not given)
  -1	13	-4	-1.2	-3	2	-15	-6	-15	4	3
#23 O=S(=O)(Cc1ccccc1)/C1=C(\N2CCOCC2)CCCCCC1
  0	0	4	-0.1	-3	-5	9	17	23	-9	-7
#24 CCOC(=O)[C@]12CCCC=C1N(Cc1ccc(Cl)cc1Cl)C(=O)[C@H](CC(=O)NCCc1ccccc1OC)C2
  -7	-1	nt	nt	2	12	2	nt	nt	nt	nt
#25 COc1ccc(/C=C(/C#N)C(=O)NC2CCCCC2)cc1Br
  4	-31	6	4.5	1	-9	24	-34	1	15	-13
#26 COc1ccc(S(=O)(=O)NCC2CCC(C(=O)N3CCC4(CC3)OCCO4)CC2)cc1 (stereo not given)
  -2	-5	3	2.3	-1	11	-27	-33	1	-6	0
#27 COc1ccc(N(C(=O)Cc2cccs2)C(C(=O)NC2CCCCC2)c2cccn2C)cc1OC (stereo not given)
  -6	3	3	-0.3	-3	17	11	10	2	1	-5
#28 CSCCC(NC(=O)c1ccccc1Cl)C(=O)NC1CCN(Cc2ccccc2)CC1 (stereo not given)
  -7	8	4	0.9	0	-6	-38	-52	17	7	-1
#29 COc1ccc(C2=NCCn3nc4ccccc4c32)cc1
  -6	-28	-4	0.2	-10	-12	2	-26	-21	-7	1
#30 COc1ccc(OC)c(NC(=O)CN(C)CCOc2ccc(Br)cc2)c1
  0	-17	2	1.4	-2	4	-14	4	-11	5	5
#31 CCc1cc(Br)ccc1N1C(=O)C2CC=CCC2C1=O (stereo not given)
  -6	1	2	-0.9	0	-4	2	16	-2	21	3
#32 O=C(c1nc2ccccn2c1CN1CCC(Cc2ccccc2)CC1)N1CCCC1
  5	-10	10	-1.3	-1	6	4	7	-18	1	-1
#33 COc1ccc(-c2n[nH]c(C(F)(F)F)c2-c2cc3ccccc3o2)c(O)c1
  2	17	-11	3.6	-9	-7	0	10	-12	-13	4
#34 CC(=O)c1ccc(OCCCC(=O)OCC(=O)N2CCN(S(=O)(=O)c3ccc(C)cc3C)CC2)cc1
  -2	14	0	0.0	13	-9	-5	15	-6	-3	-8
#35 NC(=O)c1nsc(C(=O)N(Cc2ccco2)C(C(=O)NCC2CCCO2)c2ccc(F)cc2)c1N (stereo not given)
  2	10	-1	0.9	4	-2	-7	-5	3	-6	-3
#36 O=C(O)C(Cc1ccc(OS(=O)(=O)Cc2ccccc2)cc1)NS(=O)(=O)Cc1ccccc1 (stereo not given)
  -5	13	-2	-0.1	0	-9	1	-8	5	1	6
#37 CCOc1ccccc1Nc1nc(N)nc(CSc2nccc(C)n2)n1
  4	-11	2	-1.9	-5	11	14	-3	14	16	-5
#38 OC1(c2ccc(Cl)cc2)CCN(Cc2cn[nH]c2-c2ccc(F)cc2)CC1
  -1	18	1	1.0	3	34	10	23	5	5	-1
#39 Cc1ccc2c(c1)NC(=O)C(CC(=O)NCCCN1CCCCC1C)O2 (stereo not given)
  -12	-15	-1	-1.8	-4	-3	-1	-21	-5	-7	1
#40 CCN(CC)C(=O)Cn1cc(S(=O)(=O)CC(=O)Nc2ccc(OC)c(OC)c2)c2ccccc21
  -7	-2	19	-0.6	-1	1	17	-19	-33	-1	-15
#41 Cc1ccc(C(=O)NN=Cc2ccc3c(c2)OCO3)cc1
  -12	-92	1	-0.8	-2	-42	-33	-73	-58	-23	-10
#42 Cc1ccc(S(=O)(=O)N2CCCC2CNC(=O)C(=O)NCc2ccccn2)cc1 (stereo not given)
  -4	3	-3	-2.1	3	-31	22	-15	-30	-2	7
#43 O=C(NCCc1c[nH]c2ccccc12)OCCCCOC(=O)NCCc1c[nH]c2ccccc12
  6	15	11	0.3	8	19	1	2	9	-6	8
#44 COC(=O)c1ccc(C(=O)OC)c(NC(=O)COC(=O)C23CC4CC(CC(O)(C4)C2)C3)c1
  0	11	5	0.7	-9	5	5	-10	3	4	4
#45 Cc1ccccc1-n1ccnc1SCC(=O)Nc1cccc(S(=O)(=O)NC2=NCCC2)c1
  -6	-3	2	-2.2	0	-4	-4	11	6	4	3
#46 O=C(NCc1ccccn1)c1ccc(N2CCCC2=O)cc1
  1	-36	-1	-1.3	-1	-12	-23	-18	-11	-11	4
#47 COc1cc(C2CC(=O)N(c3ccc(C)cc3)C(=O)C2)cc(OC)c1OC
  3	11	-6	-1.7	-3	4	5	3	10	7	7
#48 CCOc1ccccc1N=CC1=C(O)CC(c2ccccc2)CC1=O (stereo not given)
  9	-5	20	0.1	2	12	-2	0	-5	0	0
#49 S=C(Nc1ccc(Cl)c(Cl)c1)N1CCOCC1
  -9	-13	-2	-2.5	-1	-1	9	-8	-20	14	3
#50 O=C(NNc1ncnc2sccc12)c1ccc(Cl)cc1
  -5	11	0	0.0	-1	21	22	18	10	0	nt
#51 COc1ccc(C(=O)N(Cc2ccccc2)c2cccc(C)c2)c(OC)c1OC
  2	6	3	-0.8	-2	11	0	-21	13	-2	-3
#52 CC(Cc1cccs1)NC(=O)CCCn1nnnc1CN1CCOCC1 (stereo not given)
  -1	0	6	-3.0	-6	-37	-54	-2	-17	-2	-3
#53 CCOc1ccc(/C=N/NC(=O)CSc2n[nH]c(=O)[nH]c2=O)cc1OC
  -3	-31	2	-0.8	-5	1	7	2	-13	0	-8
#54 c1ccc(CN2CC[C@@H](Nc3nccn4ccnc34)C2)cc1
  -4	0	0	-0.7	-6	2	-4	-4	-24	nt	nt
#55 Cc1nn(C(C)C(=O)N2CCc3ccccc3C2)c(=O)c2cc3occc3n12 (stereo not given)
  12	-2	0	1.0	2	-8	-9	2	-24	0	-9
#56 COc1ccc(-n2ncc3c(N4CCN(c5cccc(C)c5C)CC4)ncnc32)cc1
  -2	-1	11	0.2	-9	-3	16	9	4	-2	-5
#57 O=C1C(Cl)=C(N2CCN(Cc3ccccc3)CC2)C(=O)N1c1ccccc1
  2	0	-2	1.2	4	6	3	11	-3	-4	-7
#58 O=C1C2C3CC(C(Br)C3Br)C2C(=O)N1CC1CCCO1 (stereo not given)
  8	19	2	-3.3	-3	14	-1	19	-2	-3	-8
#59 CCc1ccc(NC(=O)CSc2nc3nc(C)cc(C)n3n2)cc1
  4	39	-7	-1.2	-6	5	2	8	-17	-1	7
#60 O=C(CSc1nnnn1-c1ccccc1)Nc1nc(-c2ccccc2)ns1
  -8	6	6	0.2	-5	12	3	12	-6	-1	3

Screening results deposited in PubChem by several laboratories.
